High-throughput results from PubChem.
SNCA viab count: reduces viability of HEK-293 SNCA reporter cells; HEK-293-SNCA-luc viability, GF-AFC fluorescence, 24 h; Potency, µM (top dose mostly 57.1 µM), for inactives: at the highest dose activity change, negative = cytotoxicity, hits mostly cytotoxic; 150,000 tested, 0.12% active; AID 1671193;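 note: potency is the fitted concentration of half-maximal effect; 0% = DMSO-treated cells and -100% = medium-only wells without cells; nearly all actives have a fitted effect of over 30% in size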
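HEK-293-SNCA-luc cells (1500/well) plated 24 h, then exposed 24 h to a dilution series; GF-AFC added 30 min at 37C, fluorescence 405/540 nm; normalised to medium-only and DMSO wells, Hill fit.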
SNCA expr inhib: reduces expression of the alpha-synuclein gene | HEK-293 SNCA-luciferase knock-in, luminescence, 24 h | Potency, µM (series often up to 57.2 µM), for the others: at the top dose activity change, negative = inhibition, hits mostly inhibitors | 140,000 tested, 0.17% active | AID 1671194;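 note: potency is the fitted concentration of half-maximal effect; plate controls were DMSO cells for no effect and cell-free wells for full effect; nearly all actives have a fitted effect of over 45% in size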
3T3 cytotox: cytotoxic compounds in NIH 3T3 cells. 94,000 tested, 4.3% active. Potency, µM (doses to about 96.7 µM), inactives show at the top dose activity change, negative = cytotoxicity, actives largely listed as inhibitors. NIH 3T3 viability, CellTiter-Glo ATP luminescence, 48-72 h. AID 1345082; note: potency is the fitted concentration of half-maximal effect; nearly all actives have a fitted effect of over 55% in size
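Mouse fibroblast NIH 3T3 cells, 400 per well, received compound via pintool and were incubated for 48 or 72 hr prior to CellTiter-Glo ATP luminescence measurement.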
IP6K1 inhibitor: inhibitors of human IP6K1; activity change, % (series mostly up to about 58 µM); AID 1645851; IP6K1 kinase, ADP-Glo luminescence, 2 h; active compounds read low; 140,000 tested, 0.81% active; in the data active = activity change below about -25%
Target sequence (Q92551 whole entry, looked up): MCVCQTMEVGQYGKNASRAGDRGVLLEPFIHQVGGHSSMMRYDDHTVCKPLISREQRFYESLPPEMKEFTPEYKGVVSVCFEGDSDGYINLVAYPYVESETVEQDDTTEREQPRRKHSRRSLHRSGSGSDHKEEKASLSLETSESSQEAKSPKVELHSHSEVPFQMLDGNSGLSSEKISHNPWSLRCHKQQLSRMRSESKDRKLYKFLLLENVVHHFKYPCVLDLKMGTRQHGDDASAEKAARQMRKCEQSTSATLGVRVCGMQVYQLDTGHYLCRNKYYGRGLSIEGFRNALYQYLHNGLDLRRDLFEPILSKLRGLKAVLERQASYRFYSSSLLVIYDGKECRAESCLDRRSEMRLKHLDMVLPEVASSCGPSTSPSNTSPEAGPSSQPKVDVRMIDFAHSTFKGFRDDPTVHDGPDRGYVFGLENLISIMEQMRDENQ
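ADP-Glo luminescence measures ADP made by human IP6K1 during a 2 h RT reaction with ATP/IP6 (mix at 1.3 mM/130 uM); top library doses 57.5 and 19.1 uM final.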
FLuc inh: inhibitors of firefly (Photinus pyralis) luciferase; P08659; purified P. pyralis luciferase, luminescence, biochemical; Potency, µM (series often up to 115 µM), for the others: at the highest dose activity change, negative = inhibition, actives largely listed as inhibitors; 76,000 tested, 2.5% active; note: potency is the fitted concentration of half-maximal effect; nearly all actives have a fitted effect of over 65% in size
Target sequence (P08659 whole entry, looked up): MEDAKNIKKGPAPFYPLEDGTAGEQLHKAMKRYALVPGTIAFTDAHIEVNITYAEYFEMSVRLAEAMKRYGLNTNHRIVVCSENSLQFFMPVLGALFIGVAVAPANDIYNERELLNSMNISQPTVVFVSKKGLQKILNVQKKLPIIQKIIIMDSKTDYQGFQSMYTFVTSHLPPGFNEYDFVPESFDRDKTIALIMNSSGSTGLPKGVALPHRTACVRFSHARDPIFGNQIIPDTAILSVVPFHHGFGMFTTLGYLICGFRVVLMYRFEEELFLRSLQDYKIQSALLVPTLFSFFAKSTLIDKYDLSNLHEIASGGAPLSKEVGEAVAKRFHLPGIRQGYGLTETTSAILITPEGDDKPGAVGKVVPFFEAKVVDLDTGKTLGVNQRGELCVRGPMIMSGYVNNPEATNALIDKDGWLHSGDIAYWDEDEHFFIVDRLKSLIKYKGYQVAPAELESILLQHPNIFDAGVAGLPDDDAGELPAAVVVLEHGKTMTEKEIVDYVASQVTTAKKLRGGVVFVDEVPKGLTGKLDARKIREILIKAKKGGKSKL
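Luminescence read by CCD imaging after purified firefly luciferase (10nM final) was added to substrate buffer holding 10uM D-luciferin and 10uM ATP, pH 7.5, pre-dosed with compound.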
HEK cytotox: cytotoxic compounds in HEK 293 cells | HEK 293 viability, ATP luminescence (CellTiter-Glo), 48-72 h | Potency, µM (top dose mostly 115 µM), for inactives: top-dose activity change, negative = cytotoxicity, most hits filed as inhibitors | 94,000 tested, 6.6% active; note: potency is the fitted concentration of half-maximal effect; nearly all actives have a fitted effect of over 60% in size
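HEK 293 cells at 250 cells/well were exposed to compounds by pintool transfer for 48 or 72 hr at 37 degree Celsius, 5% CO2. Viability was read as ATP-coupled luminescence with CellTiter-Glo after 10 min at room temperature.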
GPT2 inhibitor: blocks human glutamate pyruvate transaminase 2; AID 1671188; 100,000 tested, 0.25% active; Q8TD30; Potency, µM (top dose mostly 57.7 µM), without a hit: at the top dose activity change, negative = inhibition, usual class: inhibitors; Recombinant GPT2, coupled pyruvate oxidase/HRP Amplex Red fluorescence; note: potency is the fitted concentration of half-maximal effect; nearly all actives have a fitted effect of over 60% in size; many of its hits are not listed in these tables
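Inhibition is scored from Amplex Red fluorescence generated when pyruvate oxidase and HRP act on pyruvate released by GPT2. Reactions contain 10ng/uL enzyme, 250uM a-KG and 2mM L-alanine and run 30 min at room temperature.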
* marks the source's active call; other numbers are inactive results; i = inactive; ? = inconclusive; / = no result given; [ ] = another dose, or the depositor's remark. Unless noted, calls come from the whole dose curve; as a rule, active = well fitted curve in the direction sought with a large enough effect; inconclusive = small, poorly fitted or top-dose-only effect, or another doubt; inactive = no such curve, though single readings can be large; an effect the other way counts as inactive or inconclusive. Unless noted, % is set by controls: 0 for no effect and ±100 for the full control effect. Only part of the results is shown; count on the stated rates, not on these rows.

SMILES	SNCA viab count	SNCA expr inhib	3T3 cytotox	IP6K1 inhibitor	FLuc inh	HEK cytotox	GPT2 inhibitor
O=C1Nc2c(c(=O)[nH]c(=O)n2-c2ccc(F)cc2)C1(NS(=O)(=O)c1ccc(Cl)cc1)C(F)(F)F (stereo not drawn)	-4.3%	-9.8%	/	-2.9	/	/	/
O=C1CCC[C@H]2C3CC(CN(c4nc5ccccc5s4)C3)CN12 (stereo partly drawn)	?	21.2%	-10.8%	14.2	-12.1%	-14.5%	?
O=C(O)CCC(=O)N1Cc2ccccc2CC2(CCCN(CCc3ccccc3)C2)C1 (stereo not drawn)	-2.2%	5.8%	-15.0%	2.3	/	-0.7%	4.0%
CC[C@H]1CN(C(=O)NC(C)C)CC[C@H]1CC(=O)NC1CC1	5.2%[87.6 µM]	-3.7%[87.6 µM]	-2.8%[174 µM]	-15.0	-3.1%[172 µM]	i	i
COc1ccc(CCNC(=O)c2nc(SCc3ccccc3F)ncc2Cl)cc1OC	-14.2%	-22.3%	/	-22.4	/	/	/
Fc1ccc(-n2ncc3c(N4CCN(Cc5ccccc5)CC4)ncnc32)cc1	17.0%	-1.2%	/	5.2	/	/	/
COc1ccc(C(=O)N2CCCC(Nc3ccc(F)cc3)C2)c(OC)c1 (stereo not drawn)	-7.4%	-5.2%	-1.8%	12.1	-2.6%	-27.5%	?
Cc1cccc(C(=O)Oc2c(Sc3ccccc3)c(C)nn2C(C)(C)C)c1	-14.3%	?	/	-7.6	/	/	/
CCC(CC)C(=O)Nc1nnc(SCc2cc(=O)n3cccc(C)c3n2)s1	0.0%	21.9%	/	0.4	/	/	/
O=C(NCc1cccc(Cl)c1)NCc1noc2ccccc12	4.3%	57.3%[activator]	/	-13.0	/	/	/
CN1CCCC1c1nc(C2CN(C(=O)c3cnccn3)C2)no1 (stereo not drawn)	0.3%[12.5 µM]	32.2%[activator]	-22.1%	34.3	-1.7%	-1.6%	-24.9%
CCCn1c2ccccc2c2cnn(CC(=O)NCCc3ccc(C)cc3)c(=O)c21	0.7%	11.7%	/	-14.7	/	/	/
COc1cccc(CNCCCSc2nnnn2C)c1OC	-9.5%	-1.0%	/	16.8	/	/	/
COc1cccc(CN2Cc3cc(NC(=O)c4cccc(F)c4)ccc3OC(C)C2=O)c1 (stereo not drawn)	-8.0%	19.6%	?	21.9	-8.3%	?	-6.8%
CC(C)C1=NOC2(CCN(Cc3ccc(C(F)(F)F)cc3)C2)C1 (stereo not drawn)	-10.0%	1.6%	-21.5%	0.7	/	?	?
Cc1ccc2nc(NS(=O)(=O)c3ccc(Cl)cc3)c(Nc3ccc(C(=O)O)cc3)nc2c1	4.9%	112.8%[activator]	/	-13.0	/	/	/
CCOCCNC(=O)C1CCCN1Cc1ccc(-c2cc(C)cc(C)c2)cc1 (stereo not drawn)	0.3%	-13.9%	?	-2.7	/	35.5µM*	i
CCn1ncc(C(=O)N2CCC3(CC2)CN(Cc2ccccc2)CC3CO)c1C (stereo not drawn)	-26.7%	-10.1%	-25.9%	6.5	-12.4%	?	-17.5%
COc1ccccc1CN1Cc2cc(NC(=O)Cc3cccs3)ccc2OC(C)C1=O (stereo not drawn)	8.9%	29.7%	?	5.4	-16.3%	?	?
Cc1cncnc1C1CCN(c2cc(C3CC(N)C3)ncn2)CC1 (stereo not drawn)	11.7%	-13.3%	-18.5%	14.3	-8.7%	-9.6%	-10.2%
Cc1oc(C(O)c2cccc(O)c2)nc1C(=O)Nc1ccc(N2CCOCC2)cc1 (stereo not drawn)	4.4%[87.6 µM]	2.7%[87.6 µM]	?	10.5	5.01µM*	?	-1.4%[88.5 µM]
Cc1ccc2c(C(=O)NCc3ccc(F)cc3Cl)cc(NC(=O)C(C)C)cc2n1	-5.0%	?	-18.9%	9.6	-16.8%	?	1.9%
CCOc1ccc(C(=O)Nc2nnc(S(=O)(=O)N(CC)c3ccccc3C)s2)cc1	8.9%	20.9%	/	-10.9	/	/	/
COc1ccccc1NC(=O)CC1CCCN(c2cn[nH]c(=O)c2)C1 (stereo not drawn)	7.0%	-9.7%	-5.0%	-3.0	-1.7%	4.1%	i
CN(Cc1cccnc1)c1nc2c(c(=O)[nH]1)CCN(CCc1ccccc1)CC2	-9.5%	-13.7%	-29.9%	1.9	-7.5%	1.6%	i
CSCC(=O)N[C@H]1CCN2C(=O)N(c3cccc(SC)c3)C(=O)[C@@H]2C1	1.9%[87.6 µM]	2.5%[87.6 µM]	0.6%[138 µM]	-1.8	2.2%[172 µM]	i	i
Cc1ccc(CC(=O)N2CCC(c3n[nH]c(=O)n3-c3ccc(C)cc3)CC2)cc1	-1.5%	1.7%	?	-4.7	-1.1%	4.5%	i
COc1ccc(C(=O)N2CCOC3(CCN(C(=O)C(N)c4ccccc4)CC3)C2)cc1 (stereo not drawn)	-4.8%	-12.4%	i	-0.1	/	3.1%	i
Cc1ccc(C)c(C(=O)N2CCCC(n3cc(-c4noc(C)n4)nn3)C2)c1 (stereo not drawn)	?	-22.2%	-9.4%	11.7	0.0%	-0.6%	i
F[C@@H]1CN(CC2CC2)C[C@@H]1OCc1nc2ccccc2o1	2.1%[87.6 µM]	131.0%[activator][87.6 µM]	-12.7%[174 µM]	2.4	35.5µM*	-9.7%[230 µM]	i
CCn1c(=O)c2c(cc(C)n2C)n(CC(=O)Nc2ccc(F)cc2F)c1=O	-9.8%	27.3%	-15.1%	-8.4	-2.6%	2.8%	-2.2%
Cc1ccc(CN2CCc3oc(C)c(C(=O)NCCN4CCCCC4)c3C2)cc1	-13.5%	-17.3%	-27.9%	4.2	-4.0%	?	-20.7%
COc1ccccc1CNC(=O)c1ccc2[nH]c(C)c(C)c2c1	?	2.6%	/	-3.4	/	/	/
Cc1ccc(C(=O)N[C@H]2C[C@@H](c3nc(-c4ccc5c(c4)OCO5)no3)N(C)C2)cc1	-17.7%[87.6 µM]	23.3%[87.6 µM]	79.4µM*	-6.9	9.7%[172 µM]	?	-9.0%[88.5 µM]
O=C(O)c1ccccc1Nc1ccccc1	0.4%	21.3%	/	/	/	/	i
Cc1ccc(C)c(CN2CCn3c(nn(Cc4ccccc4C)c3=O)C2=O)c1	-5.5%	-5.2%	-21.0%	-1.4	-5.7%	-22.5%	1.3%
CCN(CC)C(=O)Cn1c(=O)n(CCCCCC(=O)Nc2ccccc2)c(=O)c2sccc21	-2.9%	0.6%	/	2.1	/	/	/
O=C(NCC(F)(F)F)C1CCN(c2nccc(Nc3ccccc3F)n2)CC1	5.5%[12.5 µM]	7.2%	-32.4%	2.8	/	?	i
COC[C@]1(O)CCN(C(=O)C2CCN(CC(N)=O)CC2)CC1(C)C	0.0%	?	-2.5%	4.5	4.2%	i	-6.5%
CC(C)c1nnc(C2CN(C(=O)c3nccc4ccccc34)CC23CCOCC3)o1 (stereo not drawn)	-6.7%	9.4%	-13.2%	2.7	-12.3%	i	i

Part of the list above, field by field:
> Cc1oc(C(O)c2cccc(O)c2)nc1C(=O)Nc1ccc(N2CCOCC2)cc1 (stereo not drawn)
  SNCA viab count: 4.4%[87.6 µM]	SNCA expr inhib: 2.7%[87.6 µM]	3T3 cytotox: ?	IP6K1 inhibitor: 10.5	FLuc inh: 5.01µM*	HEK cytotox: ?	GPT2 inhibitor: -1.4%[88.5 µM]
> Cc1ccc2c(C(=O)NCc3ccc(F)cc3Cl)cc(NC(=O)C(C)C)cc2n1
  SNCA viab count: -5.0%	SNCA expr inhib: ?	3T3 cytotox: -18.9%	IP6K1 inhibitor: 9.6	FLuc inh: -16.8%	HEK cytotox: ?	GPT2 inhibitor: 1.9%

More records:
Values run as follows: SNCA viab count | SNCA expr inhib | 3T3 cytotox | IP6K1 inhibitor | FLuc inh | HEK cytotox | GPT2 inhibitor
CO[C@H]1[C@H](NC(=O)c2cc(CC(C)C)no2)c2ccccc2C12CCNCC2
  4.8% | 9.1% | ? | 5.6 | 0.0% | ? | ?
COc1ccc(CN2CCNc3cnc(Oc4ccccc4)cc3C2)cc1O
  1.1%[87.6 µM] | 5.7%[87.6 µM] | ? | 8.7 | 3.0%[172 µM] | 63.1µM* | -10.1%[88.5 µM]
O[C@H]1[C@H](NCc2ccc(OC(F)(F)F)cc2)[C@H]2CO[C@H](O2)[C@@H]1N1CCN(c2ccccc2)CC1
  6.2% | -13.0% | i | 5.9 | 1.8% | -15.7% | -5.8%
Cc1nn2c(c1-c1ccccc1C(C)C)N(C(=O)c1ccnn1C)CCC2
  3.3%[87.6 µM] | 0.1%[87.6 µM] | ? | 12.6 | -10.2%[172 µM] | ? | -17.0%[88.5 µM]
CCn1cc(S(=O)(=O)N2CCC(C(=O)N3CCCCCCNC(=O)CC3)CC2)cn1
  8.4% | -21.9% | -9.1% | -10.1 | -0.6% | -15.8% | i
Cc1cccc(-n2c(CNC(=O)c3cccc(F)c3)nnc2SCC(=O)Nc2ccccc2F)c1
  -6.6% | -10.1% | / | 1.8 | / | / | /
Cc1cccc(NC(=O)CC2=C3CCCCC3NC2=O)c1 (stereo not drawn)
  -2.6% | 14.2% | i | 13.7 | 0.0% | -15.9% | i
O=C(NCC1Cn2cccc2CN1Cc1ccccc1)c1ccncc1 (stereo not drawn)
  -6.2% | 7.8% | ? | -9.6 | -14.3% | ? | -6.0%
C[C@H]1[C@H](C)CC[C@]2(C(=O)O)CC[C@]3(C(=O)O)C(=CCC4[C@@]5(C)CC[C@H](O[C@@H]6O[C@H](C)[C@@H](O)[C@H](O)[C@H]6O)C(C)(C)C5CC[C@]43C)[C@H]12 (stereo partly drawn)
  -12.5%[23.9 µM] | / | / | 29.2 | / | / | i
CCOc1ccc(CCNC(=O)CCn2c(=O)c3cccn3c3ccc(F)cc32)cc1OCC
  3.5% | 17.0% | / | -3.3 | / | / | /
COCC1CN(C)CC12CCN(S(=O)(=O)c1ccc3c(c1)OCCO3)CC2 (stereo not drawn)
  20.6% | -9.0% | ? | -1.7 | -13.4% | ? | i
CC(C)N(C(=O)CSc1cn(CC(=O)N2CCCCCC2)c2ccccc12)C(C)C
  -27.2% | ? | / | -0.2 | / | / | /
O=C(O[C@H]1[C@@H]2C[C@@H]3OC[C@](O)([C@@H]1Cl)[C@H]2C(O[C@@H]1O[C@H](CO)[C@@H](O)[C@H](O)[C@H]1O)O3)c1ccc(O)c(O)c1 (stereo partly drawn)
  15.0%[23.9 µM] | / | / | 10.6 | / | / | ?
